Xi reactivation: activators of inactive X chromosome reactivation, primary screen, imaging, XiGFP fibroblasts, GFP high-content imaging, set 2; XiGFP mouse fibroblasts, % GFP-positive cells imaging, 3 d; cells co-treated with 5-aza-dC sensitizer; scaled so ellipticine positive control = 100%; activation, % at 7.58 µM; 360,000 tested, 0.055% active;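 active = mean normalized replicate activation at least 10% and every replicate at or above 10%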;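 also: 0% = median of on-plate neutral control wells and 100% = ellipticine 6 µM median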
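System: 68-5-11 XiGFP fibroblast line | Buffer or medium: DMEM containing 5-aza-dC | Compound: Single point | Times: Compounds 3 days, fix/stain 15 min at room temperature | Benchmarks: Positive control ellipticine, 6 µM final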
E-selectin induc: E-selectin induction in HUVECs, primary screen, imaging, HUVEC, immunofluorescence imaging, single point. P16581. normalized: neutral wells 0, TNF-alpha wells 100. activation, % at 7.58 µM. 260,000 tested, 0.37% active. AID 686992, 2013;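 active = mean E-selectin-positive cell signal at least 10% of the positive control, reached in at least 60% of replicates, without over 20% cell loss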;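 also: in these data hits start at about 27%; measured in HUVEC primary endothelial cells; signal is the percent of cells scored E-selectin positive by PE staining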
Target sequence (P16581 whole entry, looked up): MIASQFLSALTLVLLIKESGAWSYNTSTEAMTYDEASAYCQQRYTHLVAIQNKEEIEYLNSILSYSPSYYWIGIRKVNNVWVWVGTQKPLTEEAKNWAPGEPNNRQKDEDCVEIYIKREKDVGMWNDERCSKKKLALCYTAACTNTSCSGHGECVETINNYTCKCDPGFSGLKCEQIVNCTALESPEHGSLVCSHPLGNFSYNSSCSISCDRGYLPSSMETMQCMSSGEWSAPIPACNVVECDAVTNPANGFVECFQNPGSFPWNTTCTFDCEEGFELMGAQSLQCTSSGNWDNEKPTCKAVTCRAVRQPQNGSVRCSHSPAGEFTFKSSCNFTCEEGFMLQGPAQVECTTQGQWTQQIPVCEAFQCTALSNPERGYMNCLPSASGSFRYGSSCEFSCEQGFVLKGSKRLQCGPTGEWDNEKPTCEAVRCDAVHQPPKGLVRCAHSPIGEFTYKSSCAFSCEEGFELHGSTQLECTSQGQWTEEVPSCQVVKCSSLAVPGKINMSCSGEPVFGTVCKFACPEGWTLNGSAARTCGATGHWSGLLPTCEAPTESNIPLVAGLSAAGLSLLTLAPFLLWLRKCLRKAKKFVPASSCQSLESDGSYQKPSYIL
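Assay system: HUVEC, human umbilical vein endothelial cells / Amount: 3,000 HUVEC/well / Controls: TNF-alpha positive control, DMSO neutral control / Compound dosing: single concentration / Medium: EGM-2 over gelatin coat / Evaluation: percent E-selectin-positive cells / Signal: immunofluorescence imaging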
FN deposit inh: inhibitors of fibronectin matrix deposition, primary screen, AH1F cells, Alexa488-fibronectin fluorescence, plate reader. AH1F fibroblasts, overnight. inhibition, % at 12.6 µM. 350,000 tested, 0.086% active;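 active = mean inhibition across replicates of 30% or more, regardless of how many single replicates reach that level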;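 also: positive control wells lacked labelled fibronectin entirely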
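Material: AH1F fibroblasts assembling fluorescent fibronectin matrix; amount: 10000 AH1F cells/well; medium: DMEM, 2% serum; reagent: Alexa488-fibronectin, 24 nM final in well; dosing: single compound dose, delivered by pin transfer; incubation: 1 h adhesion, overnight exposure; detection: fluorescence after three HBSS washes, excitation 485 nm, emission 525 nm; measure: fibronectin deposition inhibition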
* hit, by the source's call. The list is partial; count on the stated rates, not on these rows.

`CC(OC(=O)CNC(=O)c1ccccc1F)C(=O)Nc1nc(-c2ccccc2)cs1` (centres undefined) gave Xi reactivation 0.4, E-selectin induc 0.2 and FN deposit inh 1.
Cc1[nH]c2ccccc2c1C(=O)CN1C(=O)NC(C)(c2ccc(Cl)cc2Cl)C1=O (centres undefined) was read as Xi reactivation 0.0, E-selectin induc -1.0 and FN deposit inh -3.
CCC(CC)C(=O)Oc1c(Sc2ccccc2[N+](=O)[O-])c(C)nn1C(C)(C)C was read as Xi reactivation 0.0, E-selectin induc -0.2 and FN deposit inh -5.
For Cc1sc2ncnc(NCC3COc4ccccc4O3)c2c1C (centres undefined) the results were Xi reactivation 0.8, E-selectin induc 0.0 and FN deposit inh -4.
CC1CCCN(C(=O)CCc2ccccc2)C1 (centres undefined) was read as Xi reactivation 0.0, E-selectin induc 18 and FN deposit inh 1.
`CCCCNC(=S)NNC(=O)c1csc(C)c1C` gave Xi reactivation 0.0, E-selectin induc 0.2 and FN deposit inh 1.
For COc1ccc(C2CC(=O)n3nc(C45CC6CC(CC(C6)C4)C5)nc3S2)cc1OC (centres undefined) the results were Xi reactivation 0.0, E-selectin induc 0.3 and FN deposit inh 3.
For Cc1cc(C)cc(NC(=O)C(OC(=O)c2sccc2C)c2ccccc2)c1 (centres undefined) the results were Xi reactivation 0.0, E-selectin induc 0.3 and FN deposit inh 2.
Screening Cc1ccc(-c2cn3c(=S)[nH]nc3s2)cc1 returned Xi reactivation -0.1, E-selectin induc -0.9 and FN deposit inh 0.
For Cc1nc2ccc(NC(=O)c3ccc(S(=O)(=O)N(C)c4ccccc4)cc3)cc2s1 the results were Xi reactivation 0.0, E-selectin induc -0.7 and FN deposit inh -3.
Screening Cc1nnc(SCC(=O)Nc2ncc(S(=O)(=O)c3ccc([N+](=O)[O-])cc3)s2)s1 returned Xi reactivation 0.1, E-selectin induc 1.8 and FN deposit inh 8.
`Cc1ccc(S(=O)(=O)N(C)c2ccc(OCC(=O)Nc3nc4c(ccc5ccccc54)s3)cc2)cc1` gave Xi reactivation 0.0, E-selectin induc 1.2 and FN deposit inh -1.
Cc1nn(Cc2ccc(Cl)cc2)c(C)c1NC(=O)CCCn1nc(C)c([N+](=O)[O-])c1C was read as Xi reactivation -0.1, E-selectin induc -0.5 and FN deposit inh -8.
Screening O=C(c1ccc(=O)[nH]c1)N(Cc1cccs1)C1(C(=O)NC2CCCC2)CCCCC1 returned Xi reactivation 0.3, E-selectin induc 0.3 and FN deposit inh -3.
Screening CCC(=O)Nc1cccc(NC(=S)NC(=O)c2ccc(Cl)cc2Cl)c1 returned Xi reactivation 0.1, E-selectin induc -0.2 and FN deposit inh -1.
Screening C/C(=N\NC(=O)COc1ccccc1)c1cccs1 returned Xi reactivation 0.0, E-selectin induc 1.0 and FN deposit inh -3.
For Cc1sc(NC(=O)/C=C/c2ccco2)c(C(=O)OC(C)C)c1C the results were Xi reactivation 1.4, E-selectin induc 0.9 and FN deposit inh 0.
For O=C1CCCC2=C1C(c1ccc(Cl)cc1)n1c(s/c(=C\c3ccc4ccncc4c3)c1=O)=N2 (centres undefined) the results were Xi reactivation 0.2, E-selectin induc -0.3 and FN deposit inh -4.
Cc1cc(Cl)ccc1OCC(=O)N[C@@H](Cc1ccccc1)c1nc2ccccc2[nH]1 was read as Xi reactivation 0.0, E-selectin induc 0.0 and FN deposit inh 2.
Screening C[C@H](CO)N1C[C@H](C)[C@H](CN(C)Cc2ccc(C(=O)Nc3ccccc3N)cc2)Oc2ccc(NC(=O)NC3CCCCC3)cc2C1=O returned Xi reactivation -0.2, E-selectin induc 1.3 and FN deposit inh -2.
Screening Cc1ccc2oc(=O)cc(/C=C/c3ccccc3)c2c1 returned Xi reactivation 0.1, E-selectin induc -0.8 and FN deposit inh -1.
For Cc1[nH]n(-c2ccccc2)c(=O)c1/C=N\NC(=O)C1COc2ccccc2O1 (centres undefined) the results were Xi reactivation 0.2, E-selectin induc -0.2 and FN deposit inh -1.
For CCSC1=N/C(=C\c2cccnc2)C(=O)N1c1ccccc1 the results were Xi reactivation -0.1, E-selectin induc -1.0 and FN deposit inh 3.
`COc1cc(SC#N)ccc1N=Cc1c(C)[nH]n(-c2ccc(C)cc2)c1=O` gave Xi reactivation 0.1, E-selectin induc 2.4 and FN deposit inh -12.
`CCN(C(=O)CN1CCN(S(=O)(=O)c2cc(Cl)ccc2Cl)CC1)c1c(N)n(Cc2ccccc2)c(=O)[nH]c1=O` gave Xi reactivation 0.4, E-selectin induc 0.1 and FN deposit inh -10.
`C[C@@H]1CN([C@@H](C)CO)C(=O)c2cccc(NC(=O)CCCCCC(=O)Nc3ccccc3N)c2O[C@@H]1CN(C)CC1CCCCC1` gave Xi reactivation -0.4, E-selectin induc 8.7 and FN deposit inh -28.
Screening CC1(C)C(=O)C2(CCCCC2)C(=O)OC1C(=O)c1ccccc1 (centres undefined) returned Xi reactivation 0.0, E-selectin induc -0.2 and FN deposit inh 3.
Screening Cc1ccc(N2C(=O)C3CCC(c4ccccc4)CC3C2=O)cc1 (centres undefined) returned Xi reactivation 0.1, E-selectin induc -0.1 and FN deposit inh 0.
`CCNc1nc(NCC)n2c(SC(C(=O)Nc3cc(C)ccc3C)c3ccccc3)nnc2n1` (centres undefined) gave Xi reactivation -0.1, E-selectin induc 1.0 and FN deposit inh -1.
`CNC(=S)N/N=C/c1cn(Cc2ccc(F)cc2)c2ccccc12` gave Xi reactivation 0.0, E-selectin induc 0.1 and FN deposit inh 6.
For COc1ccccc1NS(=O)(=O)c1ccc(C)c(NC(=O)NC2CCCCC2)c1 the results were Xi reactivation 0.0, E-selectin induc 0.0 and FN deposit inh 0.
For Cc1sc2nc(Cc3ccccc3)[nH]c(=O)c2c1-c1ccccc1 the results were Xi reactivation 0.4, E-selectin induc -0.3 and FN deposit inh 1.
For C[C@H]1CN([C@@H](C)CO)C(=O)Cc2cc(N(C)C)ccc2O[C@H]1CN(C)Cc1ccc(C(=O)Nc2ccccc2N)cc1 the results were Xi reactivation 1.1, E-selectin induc 1.7 and FN deposit inh -8.
COc1ccc(CN(C)Cc2ccccc2)c(OC)c1OC was read as Xi reactivation 0.3, E-selectin induc -0.3 and FN deposit inh 0.
For CCC(=O)Nc1cccc(SC)c1 the results were Xi reactivation -0.1, E-selectin induc -0.4 and FN deposit inh 9.
O=C(CSc1ccccc1Cl)NC1CCCc2ccccc21 (centres undefined) was read as Xi reactivation -0.1, E-selectin induc -0.9 and FN deposit inh -1.
For Cc1c(Br)c(=O)oc2c(C)c(O)ccc12 the results were Xi reactivation 0.4, E-selectin induc -0.2 and FN deposit inh -6.
`Cc1ccc(S(=O)(=O)N2CCOCC2)cc1C(=O)Nc1nc2ccccc2[nH]1` gave Xi reactivation -0.2, E-selectin induc 0.2 and FN deposit inh 3.
For COc1ccc(N2C(=O)c3ccccc3NC2c2ccc(OC)c(COc3ccccn3)c2)cc1 (centres undefined) the results were Xi reactivation 0.7, E-selectin induc -1.4 and FN deposit inh -10.
Screening O=C(Nc1ncccn1)c1ccc(C(F)(F)F)cc1 returned Xi reactivation 0.7, E-selectin induc -0.4 and FN deposit inh -2.
For CCOc1ccc2nc(SC3CC(=O)N(c4cccc(OC)c4)C3=O)sc2c1 (centres undefined) the results were Xi reactivation 5.9, E-selectin induc -0.1 and FN deposit inh -3.
Screening CCOC(=O)C1NN=C(C(=O)c2ccc(C)cc2)C1c1ccc(C)cc1 (centres undefined) returned Xi reactivation 0.0, E-selectin induc -0.7 and FN deposit inh -6.
Screening COc1ccc(/C=C/C=N/NC(=O)COc2ccc(OC)cc2)cc1 returned Xi reactivation 0.1, E-selectin induc -0.7 and FN deposit inh 2.
`CN(C)c1ccc(C(CNS(=O)(=O)c2ccc3ccccc3c2)c2c[nH]c3ccccc23)cc1` (centres undefined) gave Xi reactivation -0.1, E-selectin induc 0.1 and FN deposit inh -2.
`Cc1c(NC(=O)c2nn3c(C(F)(F)F)cc(-c4ccccc4)nc3c2Br)c(=O)n(-c2ccccc2)n1C` gave Xi reactivation 0.0, E-selectin induc 0.6 and FN deposit inh -4.

Three compounds from above, sorted by length of the SMILES, smallest number first:
For Cc1c(Br)c(=O)oc2c(C)c(O)ccc12 the results were Xi reactivation 0.4, E-selectin induc -0.2 and FN deposit inh -6.
Screening O=C(Nc1ncccn1)c1ccc(C(F)(F)F)cc1 returned Xi reactivation 0.7, E-selectin induc -0.4 and FN deposit inh -2.
`Cc1c(NC(=O)c2nn3c(C(F)(F)F)cc(-c4ccccc4)nc3c2Br)c(=O)n(-c2ccccc2)n1C` gave Xi reactivation 0.0, E-selectin induc 0.6 and FN deposit inh -4.

(listing goes on)
Screening CC1CCCN(c2ccc(C(=O)NCc3ccc4c(c3)OCO4)cc2[N+](=O)[O-])C1 (centres undefined) returned Xi reactivation 0.1, E-selectin induc 1.0 and FN deposit inh 4.
Cc1c(/C=N/NC(=O)C(NC(=O)c2ccc3c(c2)OCO3)C(C)C)c2ccccc2n1C (centres undefined) was read as Xi reactivation 0.0, E-selectin induc 7.4 and FN deposit inh -1.
Screening CN(c1ccccc1)S(=O)(=O)c1ccc(NC(=O)c2ccccc2)cc1 returned Xi reactivation -0.1, E-selectin induc -0.5 and FN deposit inh 3.
COc1cc(/C=N/NC(N)=S)cc(Br)c1OCc1ccccc1F was read as Xi reactivation 0.0, E-selectin induc 0.6 and FN deposit inh -28.
Cc1ccnc(NC(=S)NC(=O)c2cncc(Br)c2)c1 was read as Xi reactivation 0.5, E-selectin induc -0.1 and FN deposit inh 4.
For CCC(C)NC(=O)C1CCN(S(=O)(=O)c2ccc(Br)s2)CC1 (centres undefined) the results were Xi reactivation 0.1, E-selectin induc 0.3 and FN deposit inh 3.
Screening CC(CCc1ccccc1)NC(=O)c1cccc([N+](=O)[O-])c1 (centres undefined) returned Xi reactivation 0.0, E-selectin induc 3.3 and FN deposit inh 2.
`CC(NC(=O)c1cccc2ccccc12)c1ccc2c(c1)CCCC2` (centres undefined) gave Xi reactivation 0.5, E-selectin induc 1.0 and FN deposit inh 1.

Structures from the list above containing an aryl thioether with sulfur outside any ring, in the order listed:
CCC(CC)C(=O)Oc1c(Sc2ccccc2[N+](=O)[O-])c(C)nn1C(C)(C)C was read as Xi reactivation 0.0, E-selectin induc -0.2 and FN deposit inh -5.
Screening Cc1nnc(SCC(=O)Nc2ncc(S(=O)(=O)c3ccc([N+](=O)[O-])cc3)s2)s1 returned Xi reactivation 0.1, E-selectin induc 1.8 and FN deposit inh 8.
`CCNc1nc(NCC)n2c(SC(C(=O)Nc3cc(C)ccc3C)c3ccccc3)nnc2n1` (centres undefined) gave Xi reactivation -0.1, E-selectin induc 1.0 and FN deposit inh -1.
For CCC(=O)Nc1cccc(SC)c1 the results were Xi reactivation -0.1, E-selectin induc -0.4 and FN deposit inh 9.
O=C(CSc1ccccc1Cl)NC1CCCc2ccccc21 (centres undefined) was read as Xi reactivation -0.1, E-selectin induc -0.9 and FN deposit inh -1.
For CCOc1ccc2nc(SC3CC(=O)N(c4cccc(OC)c4)C3=O)sc2c1 (centres undefined) the results were Xi reactivation 5.9, E-selectin induc -0.1 and FN deposit inh -3.

Screens from PubChem BioAssay.
